Compound activity: PubChem, National Center for Advancing Translational Sciences (NCATS)
ERK EGF block = inhibitors of EGF-stimulated ERK signaling pathway. HEK293-V1b, EGF-stimulated phospho-ERK AlphaScreen. hit rate 0.41% among 130,000. Potency, µM (series often up to 11.5 µM), for the others: at the highest dose activity change, negative = inhibition, most hits filed as inhibitors; active = well fitted inhibition curve with a large enough effect; inconclusive = small, poorly fitted or top-dose-only effect, or effect the other way;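 also: plate controls were stimulated vehicle wells for no effect and unstimulated vehicle basal for full effect; nearly all actives have a fitted effect of over 55% in size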
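Concentration-response of compounds against EGF-driven ERK phosphorylation in V1b-expressing HEK293 cells; 30 min preincubation, 5 min EGF, AlphaScreen detection; Normalized to DMSO basal and 25 nM EGF.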
Active calls of the source: *; ? = inconclusive; [ ] = remark or other dose. Potency is read from the fitted curve at half-maximal effect. Only part of the results is shown, so the mix of outcomes need not match the whole.

SMILES	ERK EGF block
COc1cccc(C(=O)Nc2sc(C(C)C)cc2C(N)=O)c1OC	1%[57.5 µM]
CC1=C(/C=C/C(C)=C/C=C/C(C)=C/C=C/C=C(C)/C=C/C=C(C)/C=C/C(=O)[C@]2(C)CC(O)CC2(C)C)C(C)(C)CC(O)C1 (stereo partly drawn)	5%
Cc1cc(C(=O)N/N=C/c2c[nH]c3ccccc23)c(C)o1	8%
CC(=O)Nc1ccc(S(=O)(=O)N2CCCC2C(=O)Nc2ccc3c(c2)OCCO3)cc1 (stereo not drawn)	-2%
O=C(Cc1ccccc1Cl)NC1(O)C(=O)c2ccccc2C1=O	-3%[57.5 µM]
C/C(=N\NC(=O)c1ccccc1[N+](=O)[O-])c1ccc(Br)s1	?
CCOc1ccc(NC(=O)c2cccnc2SC)cc1	3%
O=C(COC(=O)CNC(=O)c1sc2ccccc2c1Cl)Nc1c(Cl)cc(Cl)cc1Cl	-7%
O=C(Nc1ccc2oc(=O)ccc2c1)c1ccccc1[N+](=O)[O-]	-4%
CN(CCOc1cccc(C(F)(F)F)c1)Cc1ccccc1	-5%
CCCN(Cc1cc(=O)[nH]c2ccccc12)C(=O)CC	0%[57.5 µM]
Cc1ccc(OCCC(=O)Nc2ccc(C)c(F)c2)cc1	0%
O=c1[nH]nc(SCc2ccccc2)n1C1CC2C=CC1C2 (stereo not drawn)	-4%[57.5 µM]
COc1ccc(CNC(=O)CSc2nc(C)cs2)cc1	-6%
CCOC(=O)C1(CCc2ccccc2)CCN(Cc2cccc3nccnc23)CC1	-4%
CSc1nsc(/C=C/Nc2ccc(F)cc2)c1C#N	-6%
Cc1cc(C)cc(NC(=O)c2ccc(Cn3nc(C)c(Cl)c3C)o2)c1	2%
CC(=O)NS(=O)(=O)c1ccc(NC(=O)c2ccc(Cl)cc2[N+](=O)[O-])cc1	-11%
CCOCCCNC(=O)CN1C(=O)/C(=C\c2ccc(C)cc2)Sc2ccccc21	-3%
NC(=O)c1sc2nc3c(c(-c4cccnc4)c2c1N)CCC3	-1%
CCCn1c(-c2ccc(F)cc2)nc2c(NCCCCN3CCCC3)nc(C)nc21	-6%
CCC(c1nnnn1Cc1ccc(OC)cc1)N1CCN(c2ccc(OC)cc2)CC1 (stereo not drawn)	0%
Cc1nn2c(N)c(C#N)cnc2c1-c1ccccc1	2%
O=C(CSc1nnnn1Cc1ccccc1)c1ccccc1F	-4%
COc1ccc(CC(=O)NNC(=O)c2cccs2)cc1	3%
SMILES	ERK EGF block
S=c1[nH]nc(-c2cccc3ccccc23)n1-c1cccnc1	-2%[57.5 µM]
CN(C(=O)CSc1nc2c(c(=O)[nH]1)CCC2)c1ccccc1	-5%
CNC(=S)N/N=C(\C)c1ccc(C)c(C)c1	4%
CCCCC1OC23CCCCC2C(C#N)(C#N)C1(C#N)C(=N)O3 (stereo not drawn)	3%
COc1ccc(CCNC(=O)c2cc3c(=O)n(C)c4ccccc4c3n2C)c(OC)c1	1%[57.5 µM]
CC(=O)c1cc(NC(=O)c2ccc([N+](=O)[O-])cc2)c(=O)oc1C	-3%
Cc1cc(Nc2ccccc2F)n2nc(C)nc2n1	7%
Fc1ccc(C2c3[nH]c4ccccc4c3CCN2Cc2cccn2-c2ncccn2)cc1 (stereo not drawn)	-13%
CN(CCOc1ccccc1)CC(=O)Nc1ccc(Cl)c(S(=O)(=O)N(C)C)c1	0%
Cc1cc(N2C(=O)CC(C(C)c3ccccc3)C2=O)no1 (stereo not drawn)	6%
COC(=O)C1=C(C)N(C)C(=O)NC1c1ccc(O)c(OC)c1 (stereo not drawn)	1%
O=C1CS/C(=N\NC(=O)c2ccccc2)N1	14%[57.5 µM]
COC(=O)c1ccccc1NC(=O)N1c2ccccc2Sc2ccccc21	-4%
CC1(C)CC(=O)C/C(=N\NC(=O)c2cccs2)C1	7%
COCc1cc(C(C)=O)ccc1OCC(=O)Nc1ccc(NC(C)=O)cc1	4%[57.5 µM]
Cc1cccc(OCC(=O)N/N=C\c2cccn2C)c1C	7%
Fc1ccccc1-c1nc(NCc2ccccc2)c2ccccc2n1	?
Cc1ccc2c(Cl)c(C(=O)N/N=C/c3cccn3C)sc2c1	16%
COc1c(C)cc(Br)cc1C(=O)Nc1ccc(S(N)(=O)=O)cc1	6%[57.5 µM]
COc1cccc(NC(=S)N2CCC(N(C)CC3CCCO3)CC2)c1 (stereo not drawn)	6%
Cc1ccc[n+](/C(=C\C(=C=[N-])C#N)C(=O)c2ccc(Cl)cc2)c1	1%
CC(C)(C)c1nc(SCC(=O)N2CC(=O)Nc3ccccc32)c2ccccc2n1	-28%
C=CCN1C=C2C(=O)C(C)(OC(=O)CCC(=O)OC)C(=O)C(Br)=C2C=C1c1ccc(OC)cc1 (stereo not drawn)	6%[57.5 µM]
CCCCC(=O)Nc1ccccc1C(=O)N1CCOCC1	-21%
Brc1ccc(-c2ncc3ccccn23)cc1	?

Already shown: entries from further up.
SMILES	ERK EGF block
CC(=O)c1cc(NC(=O)c2ccc([N+](=O)[O-])cc2)c(=O)oc1C	-3%
Cc1cc(Nc2ccccc2F)n2nc(C)nc2n1	7%
Fc1ccc(C2c3[nH]c4ccccc4c3CCN2Cc2cccn2-c2ncccn2)cc1 (stereo not drawn)	-13%
CN(CCOc1ccccc1)CC(=O)Nc1ccc(Cl)c(S(=O)(=O)N(C)C)c1	0%
Cc1cc(N2C(=O)CC(C(C)c3ccccc3)C2=O)no1 (stereo not drawn)	6%
COC(=O)C1=C(C)N(C)C(=O)NC1c1ccc(O)c(OC)c1 (stereo not drawn)	1%

Another view of 2 compounds above.
> C/C(=N\NC(=O)c1ccccc1[N+](=O)[O-])c1ccc(Br)s1
- ERK EGF block: ?

> S=c1[nH]nc(-c2cccc3ccccc23)n1-c1cccnc1
- ERK EGF block: -2%[57.5 µM]

The listing continues.
SMILES	ERK EGF block
O=C(NCC1CCCO1)Nc1cc(Cl)cc(Cl)c1 (stereo not drawn)	-1%
CC(C)CCOP(=O)(c1ccccc1)c1ccccc1	4%
Cc1cc(N/N=C(/CCC(=O)O)C(=O)O)nc2ccccc12	1%
N#Cc1ccccc1NC(=O)CSc1ccc([N+](=O)[O-])cn1	-6%
Fc1cccc(Nc2nc(-c3ccncc3)nc3ccccc23)c1	23%
CCCN(CC1CC1)C(=O)COC(=O)c1ccc2c(c1)C(=O)N(c1ccc(OCC)cc1)C2=O	?
CCN(CC)C(=O)NC(c1ccc(C)c(F)c1)C(Cl)(Cl)Cl (stereo not drawn)	-2%
O=C(/C=C/c1ccco1)Nc1nc(-c2ccccc2)cs1	25µM*
COc1ccccc1C(=O)NCC(=O)OCc1csc(-c2ccccc2)n1	-4%
Oc1cc2c(c(Cl)c1O)CCNCC2c1ccccc1 (stereo not drawn)	?
Cc1ccc(S(=O)(=O)N(CC(=O)N2CCOCC2)CC(=O)N2CCOCC2)cc1	-8%
CON1C(=O)C(=O)N(OC)C(C)(C)C1(C)C	-5%
COc1cc(OC)cc(C(=O)NC(C)c2ccc(Br)cc2)c1 (stereo not drawn)	6%
COc1ccc(/C=N/Nc2ncnc3sc4c(c23)CCCC4)cc1OC	15%
CCC(C)(C)c1ccc(OCCCC[n+]2cccc(C)c2C)c(C(C)(C)CC)c1	32µM*
COc1ccc(/C=C(/Sc2nnc(-c3ccc(Cl)cc3)o2)C(=O)O)cc1	8%
Cc1nc(C(=O)N2CCCC(C(=O)c3ccc(Cl)cc3)C2)cs1 (stereo not drawn)	6%[57.5 µM]
COC(=O)c1ccc(C(=O)OC)c(NC(=S)N2CCC(N3CCCCC3)CC2)c1	4%
CCOC(=O)/C(C#N)=C\c1cccnc1	-12%
CCOC(=O)c1sc(NC(=O)c2ccc(OC(C)=O)cc2)nc1C	5%
O=C(Nn1c(SCc2ccccc2F)nc2ccsc2c1=O)c1ccccc1	0%
Cc1cc(C)n(CC(=O)c2cccc(N)c2)n1	-3%
Cc1ccc2nc(-c3ccc(NC(=O)C(C)N4C(=O)c5ccccc5C4=O)cc3)sc2c1 (stereo not drawn)	-4%
COC(=O)c1ccccc1NC(=O)CCCn1nc([N+](=O)[O-])cc1C	0%
COc1ccc(Oc2nc(-c3ccccc3)ncc2C(=O)O)cc1	1%

4 of the compounds above, field by field.
structure: COc1ccc(/C=C(/Sc2nnc(-c3ccc(Cl)cc3)o2)C(=O)O)cc1
- ERK EGF block: 8%
structure: Cc1nc(C(=O)N2CCCC(C(=O)c3ccc(Cl)cc3)C2)cs1 (stereo not drawn)
- ERK EGF block: 6%[57.5 µM]
structure: COC(=O)c1ccc(C(=O)OC)c(NC(=S)N2CCC(N3CCCCC3)CC2)c1
- ERK EGF block: 4%
structure: CCOC(=O)/C(C#N)=C\c1cccnc1
- ERK EGF block: -12%

Next structures:
SMILES	ERK EGF block
CC(=O)CSc1cc(-c2ccccc2)nc2ncnn12	0%[57.5 µM]
CCOC(=O)CNS(=O)(=O)c1ccc2c3c(cccc13)C(=O)N2CC	-9%
COc1ccc(/C=C/C(=O)NC(=S)NNC(=O)c2cnccn2)cc1	10%[57.5 µM]
N#Cc1ccc(OCC(=O)OCC(=O)Nc2cc(C(F)(F)F)ccc2N2CCOCC2)cc1	4%
Fc1ccc(N/N=C/c2ccncc2)c(F)c1	15%
COC(=O)c1ccc(CO/N=C2\CCCc3nonc32)cc1	10%
CC(=O)NC1(NC(C)=O)CCN(C)CC1	-5%
Cc1csc(NC(=O)c2ccc(N3CCCC3=O)cc2)n1	-1%
Cc1occc1C(=O)NNC(=O)C1CCCC1	-1%
C/C(=N\NC(=O)c1ccn(C)n1)c1cccc(NC(=O)c2ccncc2)c1	1%
O=C(O)c1ccc(N2C(=O)CC(N3C(=O)/C(=C/c4ccc(Cl)cc4)SC3=S)C2=O)cc1 (stereo not drawn)	-1%[57.5 µM]
Cc1cc2nc(-c3ccccc3)cc(=O)n2[nH]1	-4%[57.5 µM]
C#CCOCCOCCOCCNc1nc(N2CCN(C(=O)[C@H](CCCCN)n3cc([C@@H](N)C(C)CC)nn3)CC2)nc(N2CCN(C(=O)[C@H](Cc3ccc(O)cc3)n3cc([C@@H](N)CC(C)C)nn3)CC2)n1 (stereo partly drawn)	-13%[57.5 µM]
CCOC(=O)c1nn(-c2ccccc2)c2nnc(Cc3ccc(C)cc3)c(=O)n12	6%
CC(=O)c1cc(CN2CCC(N3CCC(C(=O)N4CCCC4)CC3)CC2)cs1	-7%
CC(C)(C)c1ccc(OCC(=O)N/N=C/c2ccc(N3CCOCC3)cc2)cc1	7%
Cc1[nH]n(-c2ccccc2)c(=S)c1C=NCCCN=Cc1c(C)[nH]n(-c2ccccc2)c1=S	0%
Cc1ccc(C(=O)Oc2oc(-c3ccccc3)nc2C=Nc2ccc(N(C)C)cc2)cc1	6%
Cc1ccc(-c2ccc(=O)n(CC(=O)NCc3ccc(F)cc3)n2)cc1	-1%
O=C(Nc1ccccc1)N1CC2(CCN(C(=O)c3ccncc3)CC2)C1	3%
Cc1ccc(NC(=S)N2CCC(N(C)CC3CCCO3)CC2)cc1C (stereo not drawn)	0%
COc1ccc(OCC(=O)OC(C)CN2CCOCC2)cc1 (stereo not drawn)	1%
CCOC(=O)C1=C(CNCCc2ccc(Cl)cc2)NC(=O)NC1c1cccc([N+](=O)[O-])c1 (stereo not drawn)	-13%
COc1ccc([C@H]2C=C(C(=O)O)O[C@@H](OCCCCO)C2)cc1	-11%[57.5 µM]
CCCCNc1ccc(C(CC(N)=O)NC(=O)Cc2ccc(Br)cc2)cc1[N+](=O)[O-] (stereo not drawn)	-14%[57.5 µM]
SMILES	ERK EGF block
CC(C)CNS(=O)(=O)c1ccc(CCC(=O)N2CCN(Cc3ccc4c(c3)OCO4)CC2)cc1	3%
COc1ccc(NC(=S)Nc2cccc(Cl)c2)cc1OC	-3%
COc1cc2c(cc1NC(=O)CSc1ccccc1)oc1ccccc12	4%
CCOC(=O)C(=CNc1ccc(C(F)(F)F)cc1Cl)C(=O)OCC	-1%[57.5 µM]
COc1ccc(C(=O)NCCN2CCOCC2)cc1OC	-9%
CCSc1cc(N2CCCC2)nc(-c2ccccc2Cl)n1	2%
Cn1c(=O)c2c(=O)cc(N)[nH]c2n(C)c1=O	1%[57.5 µM]
Cc1nc(Nc2ccc(F)cc2)nc(Nc2ccc(F)cc2)c1[N+](=O)[O-]	-7%[57.5 µM]
COc1cc(C(C(=O)NC2CCCCC2)N(Cc2ccco2)C(=O)c2cnccn2)cc(OC)c1OC (stereo not drawn)	-7%
O=C(c1cnccn1)N(Cc1cccs1)C1(C(=O)NC2CCCC2)CCCCC1	6%
CN1CCN(c2c(F)cc3c(=O)c(C(=O)O)cn4c3c2OCN4C)CC1	-1%[57.5 µM]
COc1ccc(S(=O)(=O)N2CCCC(C(F)(F)F)C2)cc1 (stereo not drawn)	0%
NNC(=O)c1ccc(COc2ccc3ccccc3c2)cc1	-2%[57.5 µM]
CCCC(=O)Nc1nnc(-c2ccccc2)o1	-5%[57.5 µM]
O=c1[nH]c(CN2CCN(c3ccc(O)cc3)CC2)nc2scc(-c3ccc(Cl)cc3)c12	28%
CC(C)CC(=O)c1c[nH]c(C(=O)O)c1	5%
CCCCOc1ccc(C(=O)OCC(=O)Nc2cc(C)on2)cc1	1%
CN(C)c1cc[n+](CC(=O)c2ccc(-c3ccccc3)cc2)cc1	1%
O=C(CC1N=C(Cc2ccccc2)NNC1=O)N/N=C/c1ccc([N+](=O)[O-])cc1 (stereo not drawn)	-9%
O=C(Nc1ccc(Cl)c(Cl)c1)Nc1ccccc1O	-1%[57.5 µM]
COc1ccc(CC(=O)n2[nH]c(=O)ccc2=O)cc1OC	7%[57.5 µM]
Cc1cc(C(=O)N/N=C/c2ccc(OC(=O)c3ccccc3Br)cc2)n[nH]1	-6%
CC(C)(CNC(=O)/C=C/c1ccc(F)cc1)CNC(=O)/C=C/c1ccc(F)cc1	-2%
COC(=O)c1ccc(COC(=O)CCC(=O)c2cccs2)cc1	4%
